# Screening results as filed in PubChem BioAssay.
# PKA-R1A activ = activators of PKA-R1A complex; P00514+P68181; PKA-R1A dissociation, Cy5-IP20 fluorescence polarization; scaled: DMSO 0%, 113 µM cGMP 100%; activation, % at 11.4 µM; 340,000 compounds, 0.083% hits; AID 504707;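 active = percent activation above the mean of all tested compounds plus 3 SD, cut at about 19% in these data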;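 note: higher means more PKAc released from R1A so a rise in polarization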
# Tat transport = blocks Tat-dependent protein export in E. coli; E. coli MC4100 TorA-mCherry Tat export, fluorescence; 340,000 compounds, 0.036% hits; inhibition, % at 10 µM; AID 488895;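 active = mean replicate inhibition at least 50% and at least half of replicates individually reaching 50%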;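 note: exported cargo escapes ClpAP degradation while cytoplasmic cargo is degraded and loses fluorescence; 0% = median of neutral control wells and 100% = median of NaSCN control wells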
# AddAB inh = less growth of phage-infected E. coli with AddAB; E. coli expressing H. pylori AddAB, absorbance growth; inhibition, % at 11.9 µM; 330,000 compounds, 0.29% hits; in the data active = inhibition above about 12%;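 note: 0% = vehicle wells of infected cells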
# E coli growth = counter-screen for AddAB inhibitors: E. coli growth inhibition; E. coli V3065 growth, OD600 absorbance, 18 h; 330,000 compounds, 0.27% hits; inhibition, % at 11.9 µM;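 active = inhibition above the campaign's mean inhibition across all tested compounds plus 3 SD, cut at about 9.9% in these data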;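 note: uninfected addAB+ strain grown without phage in ampicillin broth; 0% = DMSO wells and 100% = ciprofloxacin 0.95 µg/ml wells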
# PKA-R2B act = PKA-R2B complex activation; PKA-R2B holoenzyme dissociation, Cy5-IP20 fluorescence polarization; R2B truncated from residue 108, S112A mutant; 0% DMSO only, 100% 113 µM cGMP; activation, % at 11.4 µM; 340,000 compounds, 0.079% hits;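 active = activation above a cutoff set at the mean over all compounds plus 3 SD, cut at about 18% in these data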;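 note: higher means more holoenzyme dissociation and a rise in polarization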
# Target sequence (P31323 whole entry, looked up, other chains not shown, the tested form may be a part): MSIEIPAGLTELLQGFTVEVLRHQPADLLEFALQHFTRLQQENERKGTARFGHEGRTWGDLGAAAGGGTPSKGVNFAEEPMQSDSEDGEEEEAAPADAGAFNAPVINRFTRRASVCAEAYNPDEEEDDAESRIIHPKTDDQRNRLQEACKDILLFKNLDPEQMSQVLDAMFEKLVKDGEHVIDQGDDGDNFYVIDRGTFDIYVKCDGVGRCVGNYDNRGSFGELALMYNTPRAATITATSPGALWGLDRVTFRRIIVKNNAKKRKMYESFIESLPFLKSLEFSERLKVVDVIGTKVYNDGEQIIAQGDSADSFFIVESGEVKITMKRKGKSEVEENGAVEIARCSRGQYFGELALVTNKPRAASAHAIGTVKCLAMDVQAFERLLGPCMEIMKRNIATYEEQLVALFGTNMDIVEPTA
# MOR-DOR ag = OPRM1-OPRD1 heterodimerization agonism | P35372+P41143 | cells, luminescence | activation, % at 9.3 µM | 340,000 compounds, 0.3% hits; in the data active = activation above about 18%;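 note: 0% = vehicle-treated cells and 100% = reference agonist; values of inactives mirror those of a sister screen read the other way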
# Mot1-301 SUMO = blocks SUMOylation pathway, rescuing yeast Mot1-301 growth; S. cerevisiae Mot1-301 growth rescue, ATP luminescence, 38.5C; percent above DMSO median, 100 means doubled; growth rescue, % at 18.8 µM; 320,000 compounds, 1% hits; AID 2716;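 active = every valid replicate shows activation above 250% relative to neutral control wells; inactive = the rest, any valid replicate at or below 250%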;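 note: OY570 slx delta 5 strain wells were the positive control but not used for scaling; some compounds called inactive have numbers as strong as hits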
# PfHsp90 yeast 2 = growth inhibition of yeast expressing Plasmodium Hsp90; AID 504621; 310,000 compounds, 0.32% hits; S. cerevisiae expressing PfHsp90, BacTiter-Glo ATP, 48 h; yeast lacking PDR1 and PDR3 efflux regulators; inhibition, % at 9.4 µM;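 active = every replicate shows inhibition above about 80%, whatever the replicate mean, limit read from the data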;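 note: 0% = DMSO neutral controls and 100% = 20 µM radicicol positive controls; yeast relying on Plasmodium falciparum Hsp90 in place of its own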
# phage Ecoli inh = E. coli growth loss with phage present | growth absorbance | inhibition, % at 11.9 µM | 360,000 compounds, 0.26% hits | AID 651602; in the data active = inhibition above about 11%
# HTR5A inv ctr = HTR5A inverse agonism, opioid heterodimer counter-screen | HTR5A cell line, luminescence | inhibition, % at 9.3 µM | 340,000 compounds, 0.083% hits | AID 504634; in the data active = inhibition mostly above about 23%, no sharp cut-off; inactive = mostly below about 18%;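 note: 0% = cells with DMSO and 100% = no-cell wells with DMSO; some compounds called inactive have numbers as strong as hits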
# Target sequence (P47898 whole entry, looked up): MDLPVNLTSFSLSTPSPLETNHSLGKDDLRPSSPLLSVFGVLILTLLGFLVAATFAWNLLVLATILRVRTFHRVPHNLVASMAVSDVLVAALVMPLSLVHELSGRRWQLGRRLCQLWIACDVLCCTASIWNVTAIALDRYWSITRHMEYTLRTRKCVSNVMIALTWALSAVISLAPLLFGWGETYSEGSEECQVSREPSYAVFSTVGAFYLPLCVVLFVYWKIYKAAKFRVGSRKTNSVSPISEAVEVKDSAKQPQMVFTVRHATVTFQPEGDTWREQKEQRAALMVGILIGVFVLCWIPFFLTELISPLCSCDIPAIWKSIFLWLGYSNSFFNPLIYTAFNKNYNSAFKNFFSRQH
# MOR-DOR inv ag = inverse agonists of human mu-delta opioid receptor heterodimerization | 340,000 compounds, 0.21% hits | P35372+P41143 | cell-based MOR-DOR heterodimer luminescence, inverse agonism | AID 504357 | inhibition, % at 9.3 µM; in the data active = inhibition above about 22%, passing the limit was not always enough;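 note: 0% = cells with DMSO and 100% = wells without cells with DMSO; values of inactives mirror those of a sister screen read the other way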
# Active calls of the source: *; . = not tested or not shown; & = joins results of further samples. Not a hit list; any-hit rate near 2.2%.
SMILES,PKA-R1A activ,Tat transport,AddAB inh,E coli growth,PKA-R2B act,MOR-DOR ag,Mot1-301 SUMO,PfHsp90 yeast 2,phage Ecoli inh,HTR5A inv ctr,MOR-DOR inv ag
Cc1ccc(-c2[nH]c3cc(C(N)=O)ccc3c(=O)c2O)cc1,0.1,-8.7,1.6,-4.1,-9.8,-0.4,2.8,11.8,3.2,-31.2,2.4
CSc1ccc(CCNC(=O)c2ccc(CS(=O)Cc3ccccc3Cl)o2)cc1 (stereo unspecified),-0.3,-4.1,0.8,0.3,2.3,-1.5,-6.4,-1.3,1.4,4.3,7.8
CC(C)CCn1c(=S)[nH]c2ncccc2c1=O,2.6,-3.8,0.3,-0.2,-0.5,-1.7,106.7,4.2,0.8,3.9,10.7
CN(CC(=O)Nc1ccccc1Cl)C(=O)COC(=O)CSc1ccc(Cl)cc1,-15.0,-5.4,1.3,-0.2,-8.2,1.1,-15.4,3.7,1.3,1.9,-4.3
CC(C)(C)c1cc(NC(=O)c2ccco2)no1,-3.1,1.4,2.7,2.0,3.9,-1.4,-22.4,-5.7,3.6,6.1,7.2
C=CCn1c(SCC(=O)Nc2ccc3c(c2)OCO3)nnc1-c1cc(Br)ccc1O,-14.9,-3.6,2.0,-0.7,-11.2,2.8,7.5,-4.2,4.3,0.0,-14.4
Cc1cc(C(=O)N2CCCC(C(=O)c3ccc4ccccc4c3)C2)nn1C (stereo unspecified),5.9,-1.0,0.8,1.4,4.9,-2.9,-3.3,-8.0,0.2,-4.3,15.6
CC(C)NC(=O)C1CCCN(S(C)(=O)=O)C1 (stereo unspecified),-9.2,-5.5,3.9,1.1,-6.5,-2.0,4.6,8.9,0.5,7.7,11.8
Cc1ccc(C)c(NC(=O)COc2coc(CN3CCc4ccccc4C3)cc2=O)c1,0.0,5.1,0.7,0.4,-6.8,0.9,6.4,-2.2,-1.0,-1.9,-5.8
Cc1ccc(N2CC(C(=O)Nc3ccccc3OC(F)F)CC2=O)cc1 (stereo unspecified),-1.3,-0.7,1.8,2.5,-3.8,-0.9,-6.4,.,2.1,-7.2,3.5
CC(=O)NC(CC(=O)OCC(=O)c1cc(C)ccc1C)c1ccccc1 (stereo unspecified),-8.2,3.6,0.7,2.2,-12.2,1.1,110.0,1.8,0.9,-15.8,-4.4
CSc1nnc(Cn2c(=O)sc3ccccc32)n1-c1cccc(Cl)c1,-9.9,8.9,2.5,1.0,-9.0,2.2,-4.4,3.6,3.2,4.1,-12.1
CC(C)CC(=O)OCC(=O)Nc1ccccc1Sc1ccccc1,4.2,7.4,-1.9,0.6,-5.5,9.2,-1.2,9.2,3.2,-22.3,-66.5
CCN(CC)C(=O)CSc1nnnn1-c1ccc(F)c(Cl)c1,-16.6,-0.5,4.4,1.4,0.8,-2.2,-4.3,-25.2,1.1,7.0,11.3
CN1CCN(CC(=O)N(C)c2nc(-c3ccccc3)cs2)CC1,0.2,-5.9,1.2,-1.1,2.1,-0.7,-2.0,-20.2,1.9,19.2,2.8
CC(C)(C)OC(=O)N1CCCN(C(=O)c2ccc(Cl)cc2)CC1,-6.4,5.1,-1.9,-2.9,-4.9,-4.5,-6.9,38.5,-1.4,6.1,20.2
N#Cc1ccc(NC(=O)COC(=O)C2=COCCO2)cc1,-7.8,1.5,1.2,-0.5,-14.2,0.4,.,7.6,3.9,-5.0,-2.2
OC1CC(c2ccco2)NC2(CCCCC2)C1 (stereo unspecified),-11.5,-1.0,0.6,-1.0,-7.3,-2.3,.,0.1,4.2,1.2,13.4
CCN(c1ccccc1)S(=O)(=O)c1cccc(C(=O)N(C)CC(=O)Nc2ccc(F)c(F)c2F)c1,-4.8,5.1,.,.,-4.8,-1.3,.,-4.3,5.6,-9.5,7.0
CCN1CCN(S(=O)(=O)c2ccc(Cl)c(C(=O)N(C)Cc3ccc(C(C)(C)C)cc3)c2)CC1,-7.2,13.9,.,.,0.0,2.3,.,7.6,1.7,-11.0,-9.7
Cc1c(C(=O)NCc2cccnc2)oc2ccc(S(=O)(=O)N3CCCCCC3)cc12,14.6,0.0,-0.2,-0.5,3.8,1.4,16.3,.,3.4,23.8,-8.4
COC(=O)c1c(NC(=O)CC2Sc3ccc(C(F)(F)F)cc3NC2=O)sc(C)c1C (stereo unspecified),1.3,-4.0,2.8,0.9,5.5,0.4,-8.6,-20.0,1.2,12.6,-2.2
N#Cc1ccsc1NC(=O)CN1CCN(S(=O)(=O)c2ccc3ccccc3c2)CC1,-10.6,-4.8,-0.8,-0.9,-10.8,1.2,8.8,-40.2,2.9,-5.6,-6.5
Cc1ccc(OCCn2cc(/C=C3\C(=O)NN(c4ccccc4)C3=O)c3ccccc32)cc1,-1.0,-4.6,3.0,-0.2,-6.7,-0.2,11.1,9.3,1.5,8.2,1.0
CN(C)C(CNC(=O)c1ccc(S(=O)(=O)Nc2ccccc2F)cc1)c1ccco1 (stereo unspecified),1.2,3.5,1.4,-1.6,-0.8,-0.5,-8.5,-7.9,2.8,3.6,1.9
SMILES,PKA-R1A activ,Tat transport,AddAB inh,E coli growth,PKA-R2B act,MOR-DOR ag,Mot1-301 SUMO,PfHsp90 yeast 2,phage Ecoli inh,HTR5A inv ctr,MOR-DOR inv ag
O=C(CN1C(=O)NC2(CCCC2)C1=O)NNC(=O)c1ccc(F)cc1,1.2,0.5,0.8,-0.2,4.3,0.0,-5.8,2.2,2.5,4.0,0.1
CC(C)CC1Nc2ncnc(N3CCOCC3)c2N(Cc2ccc(Cl)cc2)C1=O (stereo unspecified),5.6,5.9,2.2,1.1,3.2,-1.3,-13.1,11.8,2.9&-3.6,-3.0,7.8
COc1ccc2nc(SCC(=O)Nc3ccc(S(=O)(=O)Nc4nccc(C)n4)cc3)[nH]c2c1,5.0,-13.4,1.0,-1.1,1.1,-0.8,.,19.8,3.2,3.0,3.8
CC(C)(C)NC(=O)CSc1nnc(CN2CCCCCC2=O)n1-c1ccccn1,-2.7,-1.8,3.5,2.3,10.3,0.2,-1.8,-9.4,2.0,-3.1,-1.3
CCOc1ccc(N2CC(C(=O)Nc3nnc(Cc4ccccc4)s3)CC2=O)cc1 (stereo unspecified),-4.6,2.6,0.0,-1.6,11.6,-0.7,-1.7,0.6,1.5,-20.6,4.4
O=C(CN1C(=O)NC2(CCCCCCC2)C1=O)NC1CCCc2ccccc21 (stereo unspecified),-11.9,-3.0,3.5,2.2,5.7,-2.4,10.5,-3.1,0.6,1.5,12.4
CC(=O)N/C(=C/c1ccc([N+](=O)[O-])cc1)C(=O)O,-6.6,0.6,1.2,-4.0,-2.4,-0.7,19.1,-4.7,2.8,-15.5,3.6
COc1cccc(CNCCc2c[nH]c3ccccc23)c1OCc1ccccc1F,5.0,3.0,2.9,2.3,4.1,14.5,3.3,-20.0,3.3,-18.9,-82.4
Cc1cccc(N2CCN(C(=O)CCS(=O)(=O)c3ccc4c(c3)NC(=O)CO4)CC2)c1C,-17.9,4.6,3.0,-1.5,-12.7,-2.0,7.1,30.9,0.6,-14.7,10.0
O=C(CN1CCN(c2ccc(F)cc2)CC1)Nc1cccc(C(F)(F)F)c1,-21.7,14.0,5.1,2.0,-13.9,1.7,14.1,-18.2,1.6,-1.8,-6.9
c1ccc(-c2sc3ccccc3c2-c2ccc(OCCN3CCCCC3)cc2)cc1,-15.0,10.2,1.2,1.6,-5.7,-1.0,-0.1,18.5,1.6,-7.8,5.7
CCN1CCc2c(C#N)c(NCc3ccccc3)nc(NCCO)c2C1,-6.8,-1.4,0.6,-1.0,-1.0,0.0,157.9,.,5.2,9.2,-0.1
COC(=O)N1CC(c2ccccc2)CC1=O (stereo unspecified),-4.0,0.5,0.6,1.2,-8.8,-2.6,13.4,-5.5,-3.1,-33.3,13.8
Cc1cccn2c(=O)c(C=NCc3ccco3)c(Nc3ccc(SC(F)F)cc3)nc12,-7.5,5.4,-0.3,2.5,8.2,-2.4,10.4,-44.3,1.2,-7.8,11.9
O=C(CSC1=NCCN1)Nc1cccc([N+](=O)[O-])c1,-6.5,-9.8,0.4,-0.3,0.7,-3.1,2.6,4.6,-0.5,-4.5,14.2
CCSc1nnc(NC(=O)C2CCN(C(=O)c3ccc(F)cc3)CC2)s1,-2.4,-3.2,-0.7,0.1,-1.1,-4.0,-13.7,-13.0,0.9,1.6,17.1
O=S(=O)(c1ccc(Cl)cc1)N1CCN=C1SCc1cccnc1,9.5,-5.3,-0.2,-0.3,-1.1,0.1,8.4,-13.7,2.6,3.9,-0.8
Nc1nc(SCC(=O)c2ccc(Oc3ccccc3)cc2)n[nH]1,6.8,3.7,2.4,2.6,-4.0,-0.6,-21.3,-7.6,1.3,3.0,3.1
COc1ccc(OCC(=O)NNC(=O)C(=O)Nc2ccccc2)cc1,5.1,2.6,-2.4,-2.0,11.1,0.8,5.2,-20.3,-2.6,11.4,-3.2
CN(C)c1cccc(C(=O)NCC(c2ccco2)N(C)C)c1 (stereo unspecified),0.2,-0.3,0.0,0.6,-10.3,6.9,3.6,-31.2,0.6,10.3,-36.9
COc1cc(NC(=O)c2cccs2)c(OC)cc1NC(=O)Nc1ccc(F)cc1,-7.3,-9.0,.,.,-0.6,-1.2,8.9,6.7,-1.8,-18.4,6.0
Cc1ccc(C2=CC(c3ccc(N(C)C)cc3)n3nnnc3N2)cc1 (stereo unspecified),-2.2,-11.9,1.5,-0.6,-7.1,0.9,44.5,23.3,4.3,-0.1,-5.1
COc1ccc2oc3cc(C)[n+]([O-])c(-c4ccc(Cl)cc4)c3c2c1,1.0,-2.7,-0.2,-2.5,4.3,-0.3,1.6,4.7,3.0,-21.5,1.4

# Whole records, quoted from the list:
# CN(C)c1cccc(C(=O)NCC(c2ccco2)N(C)C)c1 (stereo unspecified) is entered as PKA-R1A activ: 0.2; Tat transport: -0.3; AddAB inh: 0.0; E coli growth: 0.6; PKA-R2B act: -10.3; MOR-DOR ag: 6.9; Mot1-301 SUMO: 3.6; PfHsp90 yeast 2: -31.2; phage Ecoli inh: 0.6; HTR5A inv ctr: 10.3; MOR-DOR inv ag: -36.9
# O=C(CN1C(=O)NC2(CCCCCCC2)C1=O)NC1CCCc2ccccc21 (stereo unspecified) is entered as PKA-R1A activ: -11.9; Tat transport: -3.0; AddAB inh: 3.5; E coli growth: 2.2; PKA-R2B act: 5.7; MOR-DOR ag: -2.4; Mot1-301 SUMO: 10.5; PfHsp90 yeast 2: -3.1; phage Ecoli inh: 0.6; HTR5A inv ctr: 1.5; MOR-DOR inv ag: 12.4
